# Pemphigus Ab inh – blocks pemphigus antibody binding to human desmoglein-3 | AID 588358 | binding (percent of control), % at 10 µM | DSG3-coupled beads, scFv-anti-DSG3-GFP binding, flow cytometry; active compounds read low | P32926 | hit rate 0.48% among 310,000;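 active = binding more than 3 SD below its plate's average and above zero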;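 also: hits lower antibody fragment binding to DSG3; some compounds called inactive have numbers as strong as hits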
# V-ATPase pH – regulators of yeast V-ATPase proton transport | S. cerevisiae, pHLuorin cytosolic pH fluorescence | response, % at 10 µM | hit rate 0.37% among 350,000 | AID 504577; in the data active = response mostly above about 7.3%, no sharp cut-off; inactive = mostly below about 5.4%; also: actives read high; inactives centre near 0; some compounds called inactive have numbers as strong as hits; reference of the scale not given here
# DAGLB inhibitor – diacylglycerol lipase beta (human) inhibition; hit rate 0.059% among 340,000; inhibition, % at 5.17 µM; HEK293T DAGLB membrane lysate, EnzChek fluorogenic substrate; in the data active = inhibition above about 34%;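 also: 0% = enzyme with vehicle and 100% = wells lacking enzyme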
# Target sequence (Q8NCG7 whole entry, looked up): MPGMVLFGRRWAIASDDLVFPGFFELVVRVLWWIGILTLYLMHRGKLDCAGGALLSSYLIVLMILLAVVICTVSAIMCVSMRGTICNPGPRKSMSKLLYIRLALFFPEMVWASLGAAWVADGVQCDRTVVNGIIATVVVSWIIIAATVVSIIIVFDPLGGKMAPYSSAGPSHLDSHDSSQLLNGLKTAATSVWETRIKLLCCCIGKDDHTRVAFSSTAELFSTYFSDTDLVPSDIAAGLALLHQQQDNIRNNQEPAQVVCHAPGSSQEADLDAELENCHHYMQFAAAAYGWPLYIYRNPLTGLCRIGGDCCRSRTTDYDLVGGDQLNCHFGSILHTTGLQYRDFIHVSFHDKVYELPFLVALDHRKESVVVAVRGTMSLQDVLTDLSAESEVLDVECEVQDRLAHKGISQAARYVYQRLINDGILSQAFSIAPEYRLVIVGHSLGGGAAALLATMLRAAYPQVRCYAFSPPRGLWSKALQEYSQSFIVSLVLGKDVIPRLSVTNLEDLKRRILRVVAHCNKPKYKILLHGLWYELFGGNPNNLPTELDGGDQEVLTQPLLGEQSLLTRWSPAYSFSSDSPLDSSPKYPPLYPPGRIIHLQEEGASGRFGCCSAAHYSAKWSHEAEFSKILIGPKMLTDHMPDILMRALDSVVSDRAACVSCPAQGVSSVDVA
# Numbers without * were called inactive. The list is partial. The share of hits here may be higher or lower than overall.
Pemphigus Ab inh	V-ATPase pH	DAGLB inhibitor	Molecule
111	-1	-10	Cc1ccc(-c2nc3ccc(Cl)cn3c2Cc2ccccc2)cc1
111	-2	-9	COc1ccc([C@H]2C[C@@H](n3cc(-c4ccc(F)cc4)nn3)[C@H](O)CN2CC2CCCCC2)cc1
105	-1	-7	COc1ccc([C@H]2C[C@@H](O)[C@H](n3cc(COC(=O)c4ccccc4)nn3)CN2Cc2cccs2)cc1
122	5	-5	O=C(c1ccccc1)N1CCN(c2cc(Cl)nc3cc(-c4cccc(Cl)c4)nn23)CC1
61*	3	-2	CN1OC[C@@H]2CN(C(=O)C(C)(C)C)[C@H](c3ccc(-c4cc5ccccc5o4)cc3)C[C@@H]21
100	0	5	CC(=O)NC[C@H]1O[C@@H](n2ccc(N)nc2=O)[C@H](O)[C@@H]1O
110	-1	2	C[C@H]1CN([C@@H](C)CO)C(=O)c2cc(Br)cnc2O[C@H]1CN(C)C(=O)C1CC1
102	0	-5	C[C@@H]1CN([C@@H](C)CO)C(=O)c2cc(NS(=O)(=O)c3ccc(F)cc3)ccc2O[C@@H](C)CCCCO[C@H]1CN(C)C(=O)NC1CCCCC1
106	0	-1	CCN(CC)C(=O)C1=C(C)N(Cc2ccc(F)cc2)C(=O)C(CC(=O)NCc2cccc3ccccc23)C1 (stereo unspecified)
98	0	-4	COc1ccc(C(=O)N2CCN(c3nc4cc(C)cc(C)c4cc3C#N)CC2)cc1
97	2	-5	O=C(C[C@@H]1C[C@@H]2c3cc(NC(=O)C4CCC4)ccc3O[C@@H]2[C@@H](CO)O1)NCc1ccc(Cl)cc1
106	-2	2	CCN(CC)C(=O)C1=C(C)N(Cc2ccc(OC)cc2)C(=O)C(CC(=O)NCc2cccc3ccccc23)C1 (stereo unspecified)
109	2	-4	COc1ccc([C@H]2N[C@]3(CCCN(CC4CCCCC4)C3=O)[C@H]3C(=O)N(Cc4ccccc4)C(=O)[C@@H]23)cc1
105	4	-2	CN(CC(=O)Nc1ccc(Cl)c(Cl)c1)CC(=O)N1CCc2ccccc21
100	-2	-13	CCCCCCC(=O)Oc1cccc(C2=CC(=O)CC(C)(C)C2=O)c1
101	1	3	COc1ccc(CNC(=O)C[C@@H]2C[C@H]3c4cc(NC(=O)NC5CCCC5)ccc4O[C@H]3[C@H](CO)O2)cc1
102	4	2	C[C@H]1CN([C@@H](C)CO)C(=O)CCCn2cc(nn2)CO[C@@H]1CN(C)C(=O)Nc1ccc(C(C)(C)C)cc1
101	1	-2	CCCCN(C(C)=O)c1ccc2c(c1)C1CC2CCN1Cc1ccccc1 (stereo unspecified)
102	-2	-3	Cc1ccc([C@H]2C[C@@H](O)[C@H](n3cc(COC(=O)c4ccccc4)nn3)CN2C(=O)C2CCCCC2)cc1
101	0	-3	Cc1ccc([C@H]2C[C@@H](n3cc(COC(=O)c4ccccc4)nn3)[C@H](O)CN2Cc2cccs2)cc1
105	4	0	COc1ccc2nc3n(c(=O)c2c1)-c1cc2ccccc2cc1C(=O)NC3Cc1ccc(O)cc1 (stereo unspecified)
98	0	-1	O[C@H]1C[C@H](c2ccc(Cl)cc2)N(CC2CCCCC2)C[C@@H]1n1cc(C2CC2)nn1
103	-1	-1	COc1ccc(N2CCN(CCCn3cnc4c(OC)ncnc43)CC2)cc1
101	1	0	C[C@@H]1CN([C@@H](C)CO)C(=O)CCCn2cc(nn2)CO[C@H]1CN(C)S(=O)(=O)c1ccc(-n2cccn2)cc1
95	-4	2	CN1OC[C@@H]2CN(S(=O)(=O)c3cccc4ccccc34)[C@H](c3ccc(-c4cccnc4)cc3)C[C@@H]21
99	0	-6	CC(C)N1CC2(CC(c3ccc(Cl)cc3Cl)=NO2)CN1C(=O)c1ccc(C(C)(C)C)cc1 (stereo unspecified)
100	1	-24	O=C(OCc1ccccc1)N1CCC2CC1c1cc(N3CCN(S(=O)(=O)c4cc(Cl)cc(Cl)c4)CC3)ccc12 (stereo unspecified)
117	0	0	Cc1ccc(S(=O)(=O)N(C)C[C@H]2Oc3cc(Br)ccc3S(=O)(=O)N([C@H](C)CO)C[C@@H]2C)cc1
110	0	4	C[C@@H]1CN([C@H](C)CO)C(=O)CCCn2cc(nn2)CO[C@H]1CN(C)C(=O)Nc1cccc(F)c1
102	-1	-2	C[C@H](CO)N1C[C@H](C)[C@@H](CN(C)C(=O)c2ccccc2)Oc2cc(C#C[C@@H](C)O)ccc2S1(=O)=O
106	0	1	CCCCN1C[C@H](Cc2ccccc2)[C@@H](CC(=O)NC)C1=O
98	2	-1	C[C@H]1CN([C@@H](C)CO)C(=O)CCCn2nncc2CO[C@@H]1CN(C)C(=O)Cc1ccccc1
97	2	-7	CCOC(=O)CCCCCC(=O)Nc1ccc2c(c1)C(=O)N([C@@H](C)CO)C[C@@H](C)[C@H](CN(C)S(=O)(=O)c1cccs1)OCCCC[C@H](C)O2
99	-2	0	COCCCN1C(=O)C(CC(=O)NC2CCCCC2)CC(C(=O)N2CCOCC2)=C1C (stereo unspecified)
110	0	-1	C[C@H](CO)N1C[C@H](C)[C@H](CN(C)Cc2ccncc2)OCc2ccccc2-c2c(n(C)c3ccccc23)C1=O
107	1	-2	CC1C(=O)N(Cc2cn(CCC3OCCCO3)nn2)CCS(=O)(=O)N1Cc1ccc(-c2ccc(Cl)cc2)cc1 (stereo unspecified)
98	0	-2	CC1=C(C(=O)N2CCOCC2)CC(CC(=O)NCc2ccco2)C(=O)N1CCC1=CCCCC1 (stereo unspecified)
79	-2	-2	C[C@@H]1CN([C@H](C)CO)C(=O)CCCn2nncc2CO[C@H]1CN(C)S(=O)(=O)c1ccc(Oc2ccccc2)cc1
104	1	-3	COCC(=O)Nc1ccc2c(c1)[C@@H]1C[C@H](CC(=O)NCc3cccc(F)c3)O[C@@H](CO)[C@@H]1O2
93	0	2	C[C@@H]1CN([C@@H](C)CO)C(=O)CCCn2cc(nn2)CO[C@H]1CN(C)S(=O)(=O)c1ccc2ccccc2c1

# 2 records drawn at random from those above, as already listed:
Pemphigus Ab inh	V-ATPase pH	DAGLB inhibitor	Molecule
99	-2	0	COCCCN1C(=O)C(CC(=O)NC2CCCCC2)CC(C(=O)N2CCOCC2)=C1C (stereo unspecified)
98	0	-2	CC1=C(C(=O)N2CCOCC2)CC(CC(=O)NCc2ccco2)C(=O)N1CCC1=CCCCC1 (stereo unspecified)

# Additional records follow.
Pemphigus Ab inh	V-ATPase pH	DAGLB inhibitor	Molecule
94	2	-3	CC1C(=O)N(Cc2cn(CCC3OCCCO3)nn2)CCS(=O)(=O)N1Cc1ccc(-c2ccc(F)cc2)cc1 (stereo unspecified)
103	-2	0	CCCCN1C(=O)C(CC(=O)NC2CCCC2)CC(C(=O)N(C(C)C)C(C)C)=C1C (stereo unspecified)
99	0	-2	C[C@@H]1CN([C@H](C)CO)C(=O)CCCn2cc(nn2)CO[C@H]1CN(C)C(=O)Nc1cccc2ccccc12
104	-1	-1	COC(=O)C[C@H]1C[C@@H]2c3cc(NS(=O)(=O)c4cccc(OC)c4)ccc3O[C@@H]2[C@@H](CO)O1
104	0	-5	COCOCCn1cc(CN2CCS(=O)(=O)N(Cc3ccc(-c4cccc(CO)c4)cc3)C(CC(C)C)C2=O)nn1 (stereo unspecified)
107	-2	1	CCOC(=O)CCCCCC(=O)Nc1ccc2c(c1)C(=O)N([C@@H](C)CO)C[C@H](C)[C@H](CN(C)C(=O)Nc1ccc(F)cc1)OCCCC[C@H](C)O2
105	1	0	C#CCN(C[C@H]1[C@H](OC(=O)NCc2ccco2)[C@H](OC(=O)NCc2ccco2)C[C@@H](C(=O)OC)[C@H]1C(=O)OC)S(=O)(=O)c1ccc(C)cc1
103	2	2	Cc1ccccc1S(=O)(=O)N(C)C[C@@H]1OCc2cnnn2CCCC(=O)N([C@@H](C)CO)C[C@H]1C

# Structures listed above that bear a hit mark in Pemphigus Ab inh:
Pemphigus Ab inh	V-ATPase pH	DAGLB inhibitor	Molecule
61*	3	-2	CN1OC[C@@H]2CN(C(=O)C(C)(C)C)[C@H](c3ccc(-c4cc5ccccc5o4)cc3)C[C@@H]21

# (list continues)
Pemphigus Ab inh	V-ATPase pH	DAGLB inhibitor	Molecule
109	1	-3	CCN1C(=O)[C@H]2[C@@H](c3ccc(OC)cc3)N[C@]3(CCCN(Cc4ccc(C(F)(F)F)cc4)C3=O)[C@H]2C1=O
100	-2	-4	COc1ccccc1-c1ccc([C@@H]2C[C@H]3[C@H](CON3C)CN2C(=O)c2ccc(-c3ccccc3)cc2)cc1
91*	-1	-5	C[C@H](CO)N1C[C@H](C)[C@@H](CN(C)Cc2ccccc2)OCc2cnnn2CCCC1=O
102	-2	-4	O=C(C1CCCCC1)N1C[C@H](n2cc(C3CC3)nn2)[C@@H](O)C[C@@H]1c1ccccc1
98	-1	-4	CCCCN1C(=O)C(CC(=O)NC(c2ccccc2)c2ccccc2)CC(C(=O)N(C(C)C)C(C)C)=C1C (stereo unspecified)
95	4	2	Cc1ccc(S(=O)(=O)N2C[C@H]3[C@H]4C(=O)N(c5ccccc5)C(=O)[C@H]4C[C@H](OC(=O)Nc4cccs4)[C@@]3(O)C2)cc1
98	1	-4	O=C(COC(=O)c1c[nH]c2ccccc12)NCc1ccccc1
101	-1	-6	CC1(C)CC(=O)C=C(c2ccc(COC(=O)c3ccccc3)cc2)C1=O
99	-1	8	O=C(O)CN1C(=O)/C(=C\c2ccccc2OCc2ccccc2)SC1=S
113	0	-2	C[C@H]1CN([C@@H](C)CO)C(=O)c2cc(-c3ccccc3F)cnc2O[C@H]1CN(C)C(=O)C1CCOCC1
104	2	5	CC1(C)CC(=O)C=C(C#CC2(O)CCCCC2)C1
102	2	-1	C[C@H](CO)N1C[C@H](C)[C@@H](CN(C)S(C)(=O)=O)OCc2cnnn2CCCC1=O
100	-4	-6	COc1cccc(-c2ccc(C3=CC(=O)CC(C)(C)C3=O)cc2)c1OC
114	1	1	C[C@H](CO)N1C[C@H](C)[C@@H](CN(C)Cc2ccccn2)Oc2ncc(-c3ccccc3)cc2C1=O
102	-2	0	C[C@H](O)[C@@H]1CN2CCc3c([nH]c4ccccc34)[C@@H]2C[C@@H]1N(C)C(=O)Nc1ccccc1
112	-6	8	COc1ccccc1N1CCN(c2ccc3c(c2)S(=O)(=O)c2cccc(C(=O)NCc4ccc(F)cc4)c2C3=O)CC1

# Reformatted with each value named: 4 of the compounds above.
C[C@H](CO)N1C[C@H](C)[C@@H](CN(C)S(C)(=O)=O)OCc2cnnn2CCCC1=O
  Pemphigus Ab inh: 102
  V-ATPase pH: 2
  DAGLB inhibitor: -1
CC1(C)CC(=O)C=C(C#CC2(O)CCCCC2)C1
  Pemphigus Ab inh: 104
  V-ATPase pH: 2
  DAGLB inhibitor: 5
C[C@H]1CN([C@@H](C)CO)C(=O)c2cc(-c3ccccc3F)cnc2O[C@H]1CN(C)C(=O)C1CCOCC1
  Pemphigus Ab inh: 113
  V-ATPase pH: 0
  DAGLB inhibitor: -2
O=C(O)CN1C(=O)/C(=C\c2ccccc2OCc2ccccc2)SC1=S
  Pemphigus Ab inh: 99
  V-ATPase pH: -1
  DAGLB inhibitor: 8

# Other results follow:
Pemphigus Ab inh	V-ATPase pH	DAGLB inhibitor	Molecule
100	0	-4	COCOCCn1cc(CN2CCS(=O)(=O)N(Cc3ccc(-c4ccncc4)cc3)C(C(C)C)C2=O)nn1 (stereo unspecified)
103	-1	-1	C[C@H](CO)N1C[C@H](C)[C@H](CN(C)C(=O)Nc2ccc3c(c2)OCO3)Oc2ncc(Br)cc2C1=O
109	-1	-3	COc1ccc([C@H]2C[C@H](n3cc(-c4ccc(F)cc4)nn3)[C@@H](O)CN2C(=O)C2CCCCC2)cc1
94	1	-4	Cc1ccc(-c2cnc3c(c2)C(=O)N([C@H](C)CO)C[C@@H](C)[C@@H](CN(C)C(=O)Cc2ccccc2)O3)cc1
105	0	-2	COc1ccc(-c2ccc(CN3C(CC(C)C)C(=O)N(Cc4cn(CCC5OCCCO5)nn4)CCS3(=O)=O)cc2)cc1OC (stereo unspecified)
98	-1	-2	COCOCCn1cc(CN2CCS(=O)(=O)N(Cc3ccc(-c4ccc(OC)cc4)cc3)C(C(C)C)C2=O)nn1 (stereo unspecified)
88	3	1	COCOCCn1cc(CN2CCS(=O)(=O)N(Cc3ccc(-c4ccc(C)cc4)cc3)C(CC(C)C)C2=O)nn1 (stereo unspecified)
112	0	-1	Cc1noc(C)c1NC(=O)N(C)C[C@@H]1Oc2ncc(Br)cc2C(=O)N([C@@H](C)CO)C[C@@H]1C
106	-1	-29	O=C1C=C(C#Cc2ccc(Oc3ccccc3)cc2)C[C@@H](c2ccc(F)cc2)C1
103	-3	-1	Cc1ccc([C@H]2N[C@]3(CCCN(Cc4ccccc4)C3=O)[C@H]3C(=O)N(C)C(=O)[C@@H]23)cc1
107	0	-2	COc1ccc(CC(=O)Nc2cc(F)ccc2F)cc1S(=O)(=O)N1CCOCC1
109	0	-9	Cc1ccc(Cc2c(-c3ccc(C)cc3)nc3ccc(Cl)cn23)cc1
95	-1	0	COc1ccccc1-c1ccc([C@@H]2C[C@H]3[C@H](CON3C)CN2C(=O)c2ccco2)cc1
109	-1	0	COc1cccc(C#Cc2ccc3c(c2)O[C@H](CN(C)C)[C@@H](C)CN([C@@H](C)CO)S3(=O)=O)c1
108	1	0	C[C@@H]1CN([C@@H](C)CO)C(=O)c2cc(Br)cnc2O[C@H]1CN(C)C(=O)C1CC1
101	0	-3	C[C@H](CO)N1C[C@H](C)[C@H](CN(C)C(=O)CC2CC2)Oc2cc(Br)ccc2S1(=O)=O
96	-1	-3	COc1ccc(-c2cc3nc(-c4ccccc4)cc(N4CCN(C(=O)c5ccccc5)CC4)n3n2)cc1
95	-1	-3	Cc1cccc(NC(=O)c2ncn3c2C(=O)NC[C@@H]3C)c1

# Screens (PubChem)
